# TSG101-PTAP inh = qHTS Assay for Iinhibitors of HIV-1 Budding by Blocking the Interaction of PTAP/TSG101; Tumor susceptibility gene 101 protein (Homo sapiens), Q99816; Fluorescence polarization, FITC-PTAP peptide / Tsg101 binding; Potency, µM (titrated, usually from 115 µM), for inactives: at the highest dose activity change, negative = inhibition, hits mostly inhibitors; 340,000 tested, under 10 active; active = well fitted inhibition curve with a large enough effect in the main read-out, with a control signal flat, not every such curve was filed as active; inconclusive = small, poorly fitted or top-dose-only effect, or effect the other way, or a change in a side signal; inactive = no such curve, though single readings can be large or run the other way; also: potency is read from the fitted curve at half-maximal effect; % of control where 0% means no effect
#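 Fluorescence polarization binding of Tsg101 binding domain (10 uM final) to FITC-labeled PTAP peptide (50 nM final) in HEPES pH 7.5 buffer with NaCl, Tween 20, EDTA, TCEP. Compounds added before peptide; binding 20 min at RT.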
# S-ASM inh = Inhibitors of Secretory Acid Sphingomyelinase (S-ASM): qHTS; 340,000 tested, 0.006% active; placental ASM, HMU-PC fluorogenic substrate, 60 min; AID 504937, 2011; Potency, µM (highest dose often 57.5 µM), without a hit: at the top dose activity change, negative = inhibition, hits mostly inhibitors; Sphingomyelin phosphodiesterase (Homo sapiens), P17405; also: potency is read from the fitted curve at half-maximal effect
# Target sequence (P17405 47-631 limits assumed): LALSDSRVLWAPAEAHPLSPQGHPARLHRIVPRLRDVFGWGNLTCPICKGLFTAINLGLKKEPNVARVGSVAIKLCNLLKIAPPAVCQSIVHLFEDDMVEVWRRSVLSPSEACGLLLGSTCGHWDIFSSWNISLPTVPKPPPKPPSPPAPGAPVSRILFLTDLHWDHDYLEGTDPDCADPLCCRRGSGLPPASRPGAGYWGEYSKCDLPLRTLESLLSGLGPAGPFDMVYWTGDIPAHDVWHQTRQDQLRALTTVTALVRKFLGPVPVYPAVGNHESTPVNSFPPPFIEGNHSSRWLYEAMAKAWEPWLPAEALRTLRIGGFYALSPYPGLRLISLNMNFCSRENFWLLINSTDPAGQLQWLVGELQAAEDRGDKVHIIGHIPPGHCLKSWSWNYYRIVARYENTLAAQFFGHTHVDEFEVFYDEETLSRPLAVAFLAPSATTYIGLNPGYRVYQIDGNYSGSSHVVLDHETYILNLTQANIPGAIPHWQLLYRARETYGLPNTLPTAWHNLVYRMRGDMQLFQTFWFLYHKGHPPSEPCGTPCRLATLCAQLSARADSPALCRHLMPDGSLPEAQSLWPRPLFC
#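 Human placenta-derived ASM preincubated with compound 10 min at room temperature, then reacted with 9 uM (final) fluorogenic HMU-PC substrate for 60 min at 37 C. Stop solution raises pH to 10; fluorescence read at Ex 386/Em 447 nm.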
# BRCA1 expr act = qHTS Assay to Identify Small Molecule Activators of BRCA1 Expression; MCF7-BRCA1-FFLuc reporter, luminescence, 48 h; response scale: scaled: vehicle 0%, 10 µM genistein 100%; Potency, µM (series often up to 46.1 µM), for the others: at the top dose activation, most hits filed as activators; 380,000 tested, 1.1% active; AID 624202, 2012; also: potency is read from the fitted curve at half-maximal effect; nearly all actives have a fitted effect of over 80% in size; some results filed as inactive show a strong effect at the top dose
#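 Activators of BRCA1 expression were detected as increased firefly luciferase luminescence in engineered MCF7 cells after 48 h compound incubation. Signals were scaled to genistein 10 microM as full activation.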
# ELG1 genotoxic = qHTS screen for small molecules that induce genotoxicity in human embryonic kidney (HEK293T) cells expressing luciferase-tagged ELG1; HEK293T ELG1-luciferase reporter, luminescence, 16 h; Potency, µM (highest dose often 46 µM), for the others: at the top dose activity change, positive = activation, most hits filed as activators; 330,000 tested, 1.3% active; also: potency is read from the fitted curve at half-maximal effect; % of control where 0% means no effect; nearly all actives have a fitted effect of over 60% in size
#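 DMSO vehicle served as control against compound-treated ELG1-luciferase HEK293T cells; exposure lasted 16 hr at 37 °C and 5% CO2, followed by ONE-Glo luminescence detection after 30 min.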
# USP2a inh = qHTS Assay for Inhibitors of Ubiquitin-specific Protease USP2a Using CHOP2 as the Reporter; Ubiquitin carboxyl-terminal hydrolase 2 (Homo sapiens), O75604; USP2 core, Ub-CHOP2 coupled fluorogenic reporter, 485/531; Potency, µM (highest dose often 38.3 µM), for the others: at the highest dose activity change, negative = inhibition, actives largely listed as inhibitors; 330,000 tested, 0.01% active; AID 463254, 2010;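 also: potency is read from the fitted curve at half-maximal effect; plate controls were DMSO wells for no effect and full inhibition by NEM control for full effect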
#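 Deubiquitinase activity read as fluorescence (485/531 nm) after Ub-CHOP2 cleavage activates the enterokinase reporter on its substrate; USP2 core 10nM, Ub-CHOP2 and substrate 25nM each, 30min compound preincubation then 60min RT; data normalized to NEM, curves fitted.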
# uPA generation = qHTS for Inhibitors of Cell Surface uPA Generation; 330,000 tested, 0.31% active; cell surface uPA generation assay, qHTS; AID 540303, 2011; Potency, µM (highest dose often 38.3 µM), for inactives: at the highest dose activity change, negative = inhibition, usual class: inhibitors; active = well fitted inhibition curve with a large enough effect; inconclusive = small, poorly fitted or top-dose-only effect; inactive = no such curve, though single readings can be large or run the other way; tested in mouse RAW 264.7 cells; also: potency is read from the fitted curve at half-maximal effect; % is scaled to controls: 0 for no effect and ±100 for the full control effect; nearly all actives have a fitted effect of over 55% in size
# TRPV1 agonist = HTS Assay for Compounds that Act as Agonists of the Vanilloid Receptor 1. AID 540275, 2011. 320,000 tested, 0.19% active. Transient receptor potential cation channel subfamily V member 1 (Homo sapiens), Q8NER1. activation, % at 8.33 µM. TRPV1-expressing cells, Fluo-8 calcium influx, agonist mode; in the data active = activation above about 80%; inconclusive = between about 30% and that limit; also: 0% is about no effect
#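 Fluo-8 calcium influx in TRPV1-expressing cells, kinetic read (ex 480/em 520 nm). Compound added and read 3 min for agonist activity, followed by capsaicin at EC20 final and 2 min further read for enhancement.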
# Eya2 phos inh = qHTS Assay for Inhibitors of the Phosphatase Activity of Eya2 | recombinant Eya2, OMFP fluorescence dephosphorylation (OMFP is methylfluorescein phosphate) | Potency, µM (doses to about 76.9 µM), without a hit: top-dose activity, negative = inhibition, actives largely listed as inhibitors | Protein phosphatase EYA2 (Homo sapiens), O00167 | 330,000 tested, 0.006% active; also: potency is read from the fitted curve at half-maximal effect; % is scaled to controls: 0 for no effect and ±100 for the full control effect
#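 Eya2 protein (added as 0.2 uM solution) was preincubated with compound for 10 min at ambient temperature in 50 mM HEPES pH 7.5, 50 mM NaCl, 5 uM MgCl2, 0.05% BSA, 1 mM DTT. OMFP (added at 50 uM) then reacted 10 min; fluorescence read at 485/525 nm.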
# B2AR arrestin = qHTS assay of beta-arrestin-biased ligands of beta2-adrenergic receptor. Beta-2 adrenergic receptor (Homo sapiens), P07550. beta-arrestin recruitment to beta2AR, cell-based reporter. Potency, µM (titrated, usually from 46.1 µM), for the others: top-dose activation, hits mostly activators. 330,000 tested, 0.02% active. AID 492947, 2010;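 also: potency is read from the fitted curve at half-maximal effect; 0% = DMSO controls and full agonism = EC100 isoproterenol or metaproterenol; nearly all actives have a fitted effect of over 65% in size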
# Target sequence (P07550 whole entry, looked up): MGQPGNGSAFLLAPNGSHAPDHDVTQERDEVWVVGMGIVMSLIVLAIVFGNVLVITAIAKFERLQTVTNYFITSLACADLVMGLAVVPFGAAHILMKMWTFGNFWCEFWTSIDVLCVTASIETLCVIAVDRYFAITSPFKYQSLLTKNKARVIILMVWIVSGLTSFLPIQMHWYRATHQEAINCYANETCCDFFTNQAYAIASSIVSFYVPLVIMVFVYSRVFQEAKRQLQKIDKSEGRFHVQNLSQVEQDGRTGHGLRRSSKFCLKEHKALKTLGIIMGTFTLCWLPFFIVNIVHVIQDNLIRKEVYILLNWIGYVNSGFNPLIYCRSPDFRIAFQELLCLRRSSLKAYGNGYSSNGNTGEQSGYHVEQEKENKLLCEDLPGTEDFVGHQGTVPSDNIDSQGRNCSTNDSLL
# p53 reactivation = qHTS assay for re-activators of p53 using a Luc reporter | 320,000 tested, 0.063% active | H1299 p53-A138V BP100-luciferase reporter, luminescence, 24 h | Potency, µM (highest dose often 92.2 µM), for the others: at the highest dose activity change, positive = activation, most hits filed as activators; also: potency is read from the fitted curve at half-maximal effect; % of control where 0% means no effect; nearly all actives have a fitted effect of over 45% in size
#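 p53-null H1299 cells stably carrying temperature-sensitive p53-A138V and a BP100-luciferase reporter were pinned with compounds (4-point, 1:5 series) and held 24 hrs at 37 deg C. Luminescence was read 10 min after detection reagent.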
# a7 integrin act = qHTS for Activators of Integrin-Mediated Alleviation for Muscular Dystrophy; 350,000 tested, 0.064% active; alpha7betagal myoblasts, beta-gal FDG fluorescence, 48 h; Potency, µM (top dose mostly 38.3 µM), without a hit: at the top dose activation, actives largely listed as activators;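 also: potency is read from the fitted curve at half-maximal effect; 100% = response of the positive control SU9516; nearly all actives have a fitted effect of over 60% in size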
#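 Alpha7betagal+/- myoblasts (passage 13) were plated 16-24 hr, then exposed to compounds (1:260 dilution of DMSO stock) for 48 hours at 37C. After MPER lysis, β-galactosidase reporter activity was read as FDG fluorescence (ex 480/em 540) after 30 minutes.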
# An asterisk follows results filed as active; u = inconclusive; x = no result given; [ ] = remark or other dose. Unless noted, calls follow the shape of the dose curve; as a rule, active = well fitted curve in the direction sought with a large enough effect; inconclusive = small, poorly fitted or top-dose-only effect, or another doubt; inactive = no such curve, though single readings can be large; an effect the other way counts as inactive or inconclusive.
compound	TSG101-PTAP inh	S-ASM inh	BRCA1 expr act	ELG1 genotoxic	USP2a inh	uPA generation	TRPV1 agonist	Eya2 phos inh	B2AR arrestin	p53 reactivation	a7 integrin act
CC(=O)Nc1ccc(C(=O)COC(=O)C2CC3CCCC(C2)C3=O)cc1 (stereo not given)	-7%	3%	0%	0%	0%	-3%	-2	16%	-1.3%	4%	28%
COc1ccc(CC(=O)n2[nH]c(=O)c3ccccc3c2=O)cc1OC	-4%	-1%	1%	0%	-3%	-1%	4	-7%	-0.3%	-3%	27%
CCCNC(=O)C1CCN(S(=O)(=O)c2ccc3c(c2)OCCO3)CC1	-3%	7%	5%	-5%	0%	3%	-6	4%	-0.3%	-2%	-7%
COCCCNCC(O)COc1cccc2[nH]c(C)cc12 (stereo not given)	-7%	0%	13%	-5%	-1%	3%	2	-4%	-0.3%	-1%	-4%
Cn1c(CNC(=O)c2cccs2)nnc1SCC(=O)Nc1ccccc1	0%	3%	-5%	1%	3%	1%	0	3%	4.5%	1%	-6%
COc1ccc(Cl)cc1C(=O)Nc1cccnc1Cl	-2%	0%	-20%	8%	0%	-5%	1	-3%	-0.4%	x	-32%
COc1ccc(CN2CCN(C(=O)c3cccnc3)CC2)cc1Br	-3%	-1%	-4%	0%	2%	4%	6	7%	0.0%	2%	-15%
Cc1ccc2nc(C)c(CN3CCN(c4ccc([N+](=O)[O-])cc4Cl)CC3)n2c1	x	x	x	-19%	1%	x	8	11%	0.1%	5%	x
CCCCN(CCCC)Cc1ccc(C(=O)NN)o1	1%	7%	0%	3%	2%	1%	16	1%	-0.2%	3%	-4%
CC(C)Sc1nnc(NC(=O)c2ccco2)s1	-3%	1%	35%	u	2%	-2%	6	-13%	0.5%	7%	-19%
CCOc1ccccc1Nc1nc(N)nc(CN2CCCCC2C)n1 (stereo not given)	-4%	0%	-14%	3%	8%	-7%	2	-3%	0.0%	-2%	9%
COc1ccc2cc(Br)ccc2c1CC(=O)NC(C)(C)C	1%	1%	-45%	4%	-3%	1%	u	-4%	-0.5%	0%	20%
COc1ccc(C2=NOC(C(=O)O)C2)cc1 (stereo not given)	-8%	4%	0%	6%	1%	2%	-2	-5%	0.0%	0%	-26%
Cc1ccc(-c2nc(CN3CCN(c4cnccn4)CC3)c(C)o2)o1	1%	8%	1%	0%	5%	x	-5	-5%	-0.4%	-2%	-16%
COc1ccc(/C=N\NC(=O)c2ccc(-c3ccccc3)cc2)c(OC)c1OC	1%	-4%	2%	6%	2%	3%	27	-5%	0.0%	-5%	27%
Cc1onc(-c2c(F)cccc2Cl)c1C(=O)OCC(=O)NC(c1ccccc1)c1ccccc1	-9%	0%	-53%	-10%	-1%	x	2	-16%	2.7%	-3%	-16%[7.66 µM]
Cc1ccnc(NC(=O)c2ccc3c(c2)OCO3)c1	1%	5%	-1%	u	10%	-17%	u	5%	0.2%	-3%	-1%
COc1cccc(NC(=O)CN(C)C(=O)c2ccc3c(c2)C(=O)N(CCC(C)C)C3=O)c1	-5%	-11%	-1%	-4%	-2%	u	u	0%	3.8%	15%	4%
O=c1cc(CN2CCc3ccccc32)c2ccc(O)cc2o1	1%	228%[activator]	0%	-6%	0%	-5%	-4	2%	0.3%	-2%	1%
O=C(NCCOC(=O)c1ccc(Cl)c(S(=O)(=O)N2CCCCC2)c1)c1ccncc1	-3%	-2%	2%	-1%	0%	-2%	21	0%	-0.2%	-6%	16%
CCc1cccc(NC(=O)Cn2cc3c(n2)CCCC3)c1	-1%	2%	14%	1%	1%	3%	5	3%	-0.3%	-2%	0%
O=C(NC1CCCCCC1)C1c2ccccc2C(=O)N1Cc1cccs1 (stereo not given)	-4%	x	-19%	0%	8%	-5%	2	-7%	-2.2%	-7%	11%
COC(=O)Cc1ccc(NC(=O)c2ccc(Br)o2)cc1	0%	-1%	13µM*	18µM*	0%	2%	u	0%	-0.4%	u	3%
CC1Cc2ccccc2N1C(=O)CN(C)S(=O)(=O)c1cccc2cccnc12 (stereo not given)	-2%	1%	-2%	-16%	-2%	4%	8	6%	0.1%	-7%	0%
C=CCNC(=S)Nc1ccc(F)cc1F	-1%	3%	-2%	-3%	6%	-9%	2	-2%	-0.6%	13%	-3%
C=CCN(C(C)=O)C1CC(=O)N(c2ccc(OCCC)cc2)C1=O (stereo not given)	-4%	-1%	-16%	1%	0%	2%	1	2%	-0.2%	-2%	3%
Cc1ccc(C)c(S(=O)(=O)Nc2ccc(C(=O)N3CCCCC3)cc2)c1	-2%	x	1%	-8%	-1%	0%	1	-2%	-0.3%	5%	6%
O=C1OCCN1CC(=O)N1CCc2c([nH]c3ccccc23)C1c1ccccn1 (stereo not given)	0%	2%	8%	5%	1%	1%	1	6%	0.4%	-2%	-20%
Oc1ccccc1CNc1ccc(Br)cn1	-2%	-3%	-71%[inhibitor]	-2%	0%	-5%	16	5%	-0.8%	12%	-66%[inhibitor]
O=C(c1ccco1)N1CCN(C(=S)Nc2cccc([N+](=O)[O-])c2)CC1	0%	-6%	-35%	-7%	0%	2%	2	2%	-0.3%	12%	11%
CCN(CC)C(=O)COC(=O)c1ccc(O)cc1	-1%	11%	15%	x	x	-5%	2	x	x	x	30%
Cc1ccc(NC(=O)C2=C(C(=O)O)CCCC2)cc1Br	-2%	-1%	8%	4%	2%	-3%	-5	-21%	0.0%	19%	-36%
COCCn1nnnc1C(c1cccc(C(F)(F)F)c1)N1CCN(Cc2ccccc2)CC1 (stereo not given)	0%	-1%	-19%	-1%	0%	9%	u	-20%	-0.3%	0%	19%
O=C(O)c1ccc(N2C(=O)CC(N3C(=O)/C(=C/c4ccc(Cl)cc4)SC3=S)C2=O)cc1 (stereo not given)	-6%	-12%	5%	-2%	4%	1%	2	-6%	-0.2%	2%	-23%
CC1CCN(S(=O)(=O)c2ccc3ncn(CC(=O)N(C)Cc4ccccc4)c(=O)c3c2)CC1	-2%	-1%	6%	-3%	2%	1%	2	-13%	-0.1%	-3%	0%
Cc1ccc(S(=O)(=O)N(C)c2ccc(C(=O)Nc3c(C)n(C)n(-c4ccccc4)c3=O)cc2)cc1	-2%	4%	-8%	-5%	-1%	21%	1	-5%	0.5%	2%	-40%
Cn1c(=O)c(C(=O)CN2CCCc3ccccc32)c(N)n(Cc2ccccc2)c1=O	-7%	0%	-24%	-7%	2%	7%	0	-5%	-0.5%	1%	-3%
O=C(Nc1cccc(C(F)(F)F)c1)c1cccnc1N1CCN(c2ccccc2)CC1	-11%	-10%	-2%	-22%	-9%	-16%	-3	-32%	0.1%	0%	-22%
CC(=O)N1CCN(C(=O)CNC(=O)c2ccc(C)s2)CC1	0%	1%	-7%	x	x	-8%	x	x	x	x	3%
COc1ccccc1NS(=O)(=O)c1ccc(C)c(C(=O)Nc2cc(C)on2)c1	-1%	-2%	-14%	2%	0%	15%	x	8%	-0.5%	-4%	0%
CN1CCN(CCCNC(=O)CCN2C(=O)COc3ccccc32)CC1	2%	2%	14%	-1%	2%	-1%	1	-1%	0.1%	-3%	3%
O=C(O)c1ccc(Nc2nc(-c3cccnc3)nc3ccccc23)cc1	x	x	x	5%	2%	x	0	-4%	-0.5%	0%	x
CCCc1c2ccccc2nc2ccccc12	-1%	272%[activator]	-29%	-2%	0%	1%	3	-7%	0.2%	-5%	19%
COCCN1CCn2c(nc3cc(NS(C)(=O)=O)ccc32)C1	2%	-1%	1%	-3%	0%	13%	-1	12%	-0.9%	0%	-18%
CCOC(=O)c1cc2c(ccn2C)n1CC(=O)N1CCCC(C)C1 (stereo not given)	-4%	-1%	-5%	0%	1%	-4%	23	2%	-0.2%	-4%	5%
